HTR5A inv ctr: HTR5A inverse agonism, opioid heterodimer counter-screen; inhibition, % at 9.3 µM; actives 0.083% (n = 340,000); P47898; HTR5A cell line, luminescence; in the data active means inhibition mostly above about 23%, no sharp cut-off; inactive means mostly below about 18%;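 further: 0% = cells with DMSO and 100% = no-cell wells with DMSO; some compounds called inactive have numbers as strong as hits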
Target sequence (P47898 whole entry, looked up): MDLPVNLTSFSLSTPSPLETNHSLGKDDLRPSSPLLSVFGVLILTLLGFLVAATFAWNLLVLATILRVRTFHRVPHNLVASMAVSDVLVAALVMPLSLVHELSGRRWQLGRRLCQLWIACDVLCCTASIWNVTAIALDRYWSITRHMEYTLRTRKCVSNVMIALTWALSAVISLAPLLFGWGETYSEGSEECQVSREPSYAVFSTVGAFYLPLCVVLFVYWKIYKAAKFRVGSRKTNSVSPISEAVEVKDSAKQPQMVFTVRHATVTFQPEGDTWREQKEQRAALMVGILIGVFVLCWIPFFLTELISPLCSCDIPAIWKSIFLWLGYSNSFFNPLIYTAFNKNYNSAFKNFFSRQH
PKA-R2B activ: PKA-R2B complex activation | P22694+P31323 | PKA-R2B holoenzyme dissociation, Cy5-IP20 fluorescence polarization; R2B truncated from residue 108, S112A mutant; 0% DMSO only, 100% 113 µM cGMP | activation, % at 11.4 µM | actives 0.079% (n = 340,000);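 active means activation above a cutoff set at the mean over all compounds plus 3 SD, cut at about 18% in these data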;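 further: higher means more holoenzyme dissociation and a rise in polarization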
OPRM1-OPRD1 inv: inverse agonist of human OPRM1-OPRD1 heterodimerization; cell-based MOR-DOR heterodimer luminescence, inverse agonism; inhibition, % at 9.3 µM; actives 0.21% (n = 340,000); in the data active means inhibition above about 22%, passing the limit was not always enough;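 further: 0% = cells with DMSO and 100% = wells without cells with DMSO; values of inactives mirror those of a sister screen read the other way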
Pemphigus Ab inh: blocks pemphigus antibody binding to human desmoglein-3; AID 588358; actives 0.48% (n = 310,000); DSG3-coupled beads, scFv-anti-DSG3-GFP binding, flow cytometry; stronger effect = lower value; P32926; binding (percent of control), % at 10 µM;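 active means binding more than 3 SD below its plate's average and above zero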;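 further: hits lower antibody fragment binding to DSG3; some compounds called inactive have numbers as strong as hits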
OPRM1-OPRD1 ag: agonists of human mu-delta opioid receptor heterodimerization. cells, OPRM1-OPRD1 heterodimerization, luminescence. actives 0.3% (n = 340,000). activation, % at 9.3 µM. AID 504326; in the data active means activation above about 18%;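 further: 0% = vehicle-treated cells and 100% = reference agonist; values of inactives mirror those of a sister screen read the other way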
DAGLB inhibitor: blocks human DAGLB lipase activity | Q8NCG7 | HEK293T DAGLB membrane lysate, EnzChek fluorogenic substrate | inhibition, % at 5.17 µM | actives 0.059% (n = 340,000); in the data active means inhibition above about 34%;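 further: 0% = enzyme with vehicle and 100% = wells lacking enzyme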
Target sequence (Q8NCG7 whole entry, looked up): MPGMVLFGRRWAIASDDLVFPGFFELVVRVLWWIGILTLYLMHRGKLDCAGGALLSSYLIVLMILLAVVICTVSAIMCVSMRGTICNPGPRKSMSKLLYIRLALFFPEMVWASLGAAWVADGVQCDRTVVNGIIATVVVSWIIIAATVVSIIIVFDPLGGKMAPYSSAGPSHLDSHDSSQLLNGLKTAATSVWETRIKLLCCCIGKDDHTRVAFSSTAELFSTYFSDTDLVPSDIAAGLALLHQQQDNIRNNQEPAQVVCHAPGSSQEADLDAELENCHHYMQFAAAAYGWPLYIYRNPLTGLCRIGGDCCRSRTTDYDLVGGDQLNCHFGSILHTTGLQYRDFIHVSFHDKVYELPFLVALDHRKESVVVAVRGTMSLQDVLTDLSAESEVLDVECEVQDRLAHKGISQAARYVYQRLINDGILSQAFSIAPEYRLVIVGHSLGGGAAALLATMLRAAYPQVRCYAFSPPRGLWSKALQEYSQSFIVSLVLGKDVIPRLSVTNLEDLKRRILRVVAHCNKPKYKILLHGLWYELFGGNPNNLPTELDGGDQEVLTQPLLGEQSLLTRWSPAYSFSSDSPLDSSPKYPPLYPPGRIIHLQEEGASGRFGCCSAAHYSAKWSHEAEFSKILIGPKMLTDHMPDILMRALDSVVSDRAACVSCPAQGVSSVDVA
PKA-R1A activ: activates the PKA-R1A holoenzyme complex | P00514+P68181 | PKA-R1A dissociation, Cy5-IP20 fluorescence polarization; scaled: DMSO 0%, 113 µM cGMP 100% | activation, % at 11.4 µM | actives 0.083% (n = 340,000);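 active means percent activation above the mean of all tested compounds plus 3 SD, cut at about 19% in these data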;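 further: higher means more PKAc released from R1A so a rise in polarization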
Arr AP2 block: blocks beta-arrestin peptide binding to AP2 adaptin; actives 0.31% (n = 340,000); inhibition, % at 10 µM; AID 504490; FITC-arrestin peptide / GST-AP2 beads, flow cytometry; AP2 beta2 appendage carries R879A mutation;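 active means inhibition above a set limit, near 3 SD of compounds lacking own fluorescence, cut at about 54% in these data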;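 further: plate controls were DMSO wells for no effect and 5 µM unlabelled arrestin peptide for full effect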
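System: GST-AP2 R879A glutathione beads | Also added: FITC-arrestin peptide, 50 nM | Times: 12 min plus 1 h, RT | Signal: Bead flow cytometry, FITC channel | Buffer or medium: PBS with 0.05% Tween 20 and 0.1% BSA | Read-out basis: Percent drop in bead-associated FITC signal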
V-ATPase pHluor: alters yeast V-ATPase proton transport; S. cerevisiae, pHLuorin cytosolic pH fluorescence; response, % at 10 µM; actives 0.37% (n = 350,000); in the data active means response mostly above about 7.3%, no sharp cut-off; inactive means mostly below about 5.4%; further: actives read high; inactives centre near 0; some compounds called inactive have numbers as strong as hits; reference of the scale not given here
HTR5A ag: activates human HTR5A in OPRM1-OPRD1 agonist counter-screen | P47898 | HTR5A agonist assay, luminescence, cell-based | activation, % at 9.3 µM | actives 0.61% (n = 340,000) | AID 504692; in the data active means activation mostly above about 9.5%, no sharp cut-off; inactive means mostly below about 7.6%;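 further: 0% = cells with vehicle only and 100% = reference agonist; strong numbers were not always called active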
Active calls of the source: *; · = no result given.

SMILES	HTR5A inv ctr	PKA-R2B activ	OPRM1-OPRD1 inv	Pemphigus Ab inh	OPRM1-OPRD1 ag	DAGLB inhibitor	PKA-R1A activ	Arr AP2 block	V-ATPase pHluor	HTR5A ag
Cc1cccc(NC(=O)c2ccc(Cn3cc(C(F)(F)F)ccc3=O)cc2)c1	5	-7	7	99	-1.4	-3	-11	18	-2	-2
Cc1ccc(OC(=O)c2ccc(Cl)c([N+](=O)[O-])c2)cn1	3	3	2	98	-0.5	-8	-12	-11	2	-1
O=C(NC1CCCCC1)c1cc(S(=O)(=O)N2CCN(c3ccccc3)CC2)ccc1Cl	-4	20*	-1	98	0.2	-5	-7	-9	0	1
COc1ccc(NS(=O)(=O)c2ccc(N3CCOCC3)c(NC(=O)c3cccc(F)c3)c2)cc1	-25	9	1	131	-0.2	-2	-4	-22	-1	-5
CCc1ccc(C(=O)CSc2n[nH]c(C)n2)cc1	9	-2	3	99	-0.6	0	4	0	1	-3
Cc1ccccc1-c1nnc(-c2ccccc2C)o1	-15	6	-15	·	3.0	-16	-3	1	-4	-2
COc1ccc(C(=O)C(CN2CCOCC2)c2ccccc2)cc1 (configuration not stated)	2	-3	9	99	-1.6	7	-6	32	5	2
O=CNC1c2ccccc2CCc2ccccc21	-7	-18	14	124	-2.8	-1	2	35	6	2
CCOC(=O)c1nn(-c2cccc(Cl)c2)c2nc(Nc3ccccc3)cc(=O)n12	-28	15	-3	110	0.6	0	-3	14	-6	1
COc1ccccc1-c1coc2c(CN3CCCC(C)C3)c(O)ccc2c1=O (configuration not stated)	-3	-5	12	96	-2.5	0	-10	5	-2	1
COc1ccc(CC(=O)Nc2cccc3ncccc23)cc1OC	-4	-2	11	115	-2.4	-1	0	17	-3	2
c1ccc2c(C[C@@H]3CNCCN3CC3CCCCC3)cccc2c1	-9	-1	-44	107	8.0	-4	-3	22	-5	5
O=C(NC1CCCC1)c1ccc2c(c1)N(Cc1ccc(F)cc1)CCS2	17	2	11	99	-2.1	-2	0	-1	-2	4
CCOc1ccc(CCNC(=O)c2cc(=O)[nH]c3ccc(S(=O)(=O)N(CC)CC)cc23)cc1OCC	-3	-12	-2	93	0.3	-2	-5	2	-3	3
COc1ccc(NC(=O)COC(C)=O)cc1OC	-5	-2	0	109	0.1	-1	1	25	3	2
O=C1CSc2ccccc2N1	6	1	3	97	-0.6	-1	14	18	8	-2
O=C(COc1ncnc2scc(-c3ccccc3)c12)NC1CCCc2ccccc21 (configuration not stated)	-25	-13	5	87	-1.0	1	-12	1	2	11
O=C(CSc1nncs1)NCCNC(=O)CSc1nncs1	-4	-7	8	95	-1.5	-2	5	26	7	-3
Cc1ccc2[nH]c(=O)c(CN(Cc3cccnc3)C(=S)NCCCN(C)C)cc2c1	0	-4	18	103	-3.5	2	4	-27	6	0
COc1ccc(/C=N/n2c(C)cc(C)c(C(N)=O)c2=O)cc1	-23	-8	12	100	-2.2	1	3	10	0	9
Cc1cc(C)cc(N2CC(C(=O)NC3CCCCC3)CC2=O)c1 (configuration not stated)	-10	5	11	·	-1.7	-3	-3	16	3	-2
Cc1cnc([N+](=O)[O-])n1CCOC(=O)NC(=O)c1ccccc1	34	-6	10	91	-2.0	0	-3	0	4	-6
O=C(NCC1CCCO1)c1cccc(S(=O)(=O)N2CCOCC2)c1 (configuration not stated)	-4	-4	18	104	-3.5	-1	-3	-1	3	1
CCN(CC)S(=O)(=O)c1ccc(Nc2nc3ccccc3n3nnnc23)cc1	10	6	-5	·	1.1	-6	8	-6	-7	4
COc1ccc(CCC(=O)Nc2cccc(S(=O)(=O)N3CCCC3)c2)cc1OC	-17	6	2	113	-0.4	0	2	29	-4	6
O=C(Nc1nncs1)c1c(F)c(F)c(F)c(F)c1F	-7	-4	19	·	-3.1	1	-11	-7	2	4
O=C(CSc1nc2ccccc2[nH]1)N1CCN(c2ccccc2)CC1	28	-2	-1	95	0.2	2	1	9	3	0
COc1ccc(CN2CCC(C(=O)c3cccc(Cl)c3)CC2)cc1	-16	2	1	108	-0.2	-3	13	-15	-1	5
O=c1nc2onnc2c(C=NO)[nH]1	-18	-5	16	·	-3.4	2	-10	9	-1	5
O=C(Nc1ccc(OC(=O)c2ccco2)cc1)c1ccco1	-19	-1	6	·	-1.2	2	-13	-5	-3	5
COc1ccc(-c2cn3cc(C(=O)NN)ccc3n2)cc1	-4	-10	-9	107	1.7	-2	-4	-24	6	1
O=[N+]([O-])c1cc(Br)ccc1NS(=O)(=O)c1ccccc1	6	6	15	96	-3.1	13	-10	1	2	-2
Cc1ccc(SCC(=O)Nc2ccc(S(=O)(=O)Nc3nccs3)cc2)cc1	-12	5	3	94	-0.5	0	1	19	6	4
CSc1ccc(C(=O)C2CCCN(Cc3ccc(N4CCNC4=O)cc3)C2)cc1 (configuration not stated)	17	3	-15	100	2.1	2	-9	2	0	-6
CC1(C)C=C(c2ccc(O)cc2)CC(C)(C)N1	7	7	0	99	-0.1	1	-2	1	-1	5
COc1ccc2oc(=N)c(C(=O)NCc3ccccc3)cc2c1	-15	-3	2	116	-0.4	-2	-2	7	1	6
Cc1ccc(S(=O)(=O)NC2OC(=O)C(Cl)=C2Cl)cc1 (configuration not stated)	21	8	-4	102	0.7	0	-7	3	-4	0
COc1ccc(-c2cc3nc(C)cc(N4CCN(C(=O)c5cccnc5)CC4)n3n2)cc1	·	-2	·	111	·	1	1	·	1	·
O=C(CCNC(=O)c1ccccc1)OCN1C(=O)c2ccccc2C1=O	-31	2	5	87	-0.9	0	-8	34	-2	1
CSCCC(NC(=O)CCC(=O)OCC(=O)[C@@]1(O)CCC2[C@@H]3CCC4=CC(=O)C=C[C@]4(C)C3[C@@H](O)C[C@@]21C)C(=O)O (some centres not stated)	-6	-7	19	92	-4.2	-1	-8	4	-1	2
CN(C(=O)c1cccc(NC(=O)Cc2ccc(NC(=O)C3CCN(C(=O)CCc4ccccc4)CC3)cc2)c1)C1CCC1	0	3	6	110	-1.3	0	2	2	2	0
O=C(CCCN1C(=O)CCC1=O)Nc1cccc(C(F)(F)F)c1	5	-8	11	·	-2.7	-2	-14	-7	-4	-2
COc1ccc(CNc2ccc(S(=O)(=O)N3CCN(C)CC3)cn2)cc1OC	11	-4	17	107	-3.3	3	-2	34	12	-5
O=C(Nc1cccc(-c2nc3ccccc3o2)c1)c1ccc(N2C(=O)C3C4C=CC(C4)C3C2=O)cc1 (configuration not stated)	-11	-16	-40	103	7.5	-1	-2	6	2	4
COc1cc(Br)c(-c2sc(Nc3ccccc3)n[n+]2-c2ccc(F)cc2)cc1OC	6	-8	14	101	-2.5	0	-3	-3	-3	5
O=C(Nc1ccc(Br)cc1)Nc1ccccc1F	-9	-3	-18	93	3.6	-6	-6	12	-2	4
c1ccc(Nc2nc(-c3ccccc3)nc3ccccc23)cc1	-18	-6	-3	111	0.5	-5	-11	2	2	6
CCOCCCNC(=O)c1ccc(Br)cc1	-1	1	6	114	-1.0	-3	8	-1	2	-1
Cc1c(N2C(=O)c3cccc4cccc(c34)C2=O)cnn1C	-2	-8	15	120	-3.0	-3	-9	5	-3	10
S=c1[nH]nc(C2CCCCC2)n1/N=C/c1ccccc1	2	6	-38	103	7.9	-3	12	-2	2	-1
COc1ccc(NC(=O)CC2CCCCC2)cc1OC	-4	-3	14	·	-3.1	0	2	19	3	1
Cc1ccc(NC(=O)CN(C)CC(=O)Nc2ccccc2Oc2ccccc2)cc1	5	-1	6	83	-1.4	0	-9	-12	-2	-2
Oc1ccc(Br)cc1/C=N/n1cnc2ccccc21	-4	8	-22	100	4.3	0	6	6	-2	2
O=C(O)C1C2CCC(O2)C1C(=O)NCc1ccc(Cl)cc1 (configuration not stated)	-2	-5	-1	103	0.1	0	-4	41	2	0
CO/N=C/CC(=O)Nc1ccc(F)cc1F	-34	-5	6	98	-1.1	-1	-10	-1	0	2
CCOc1ccc2[nH]c(=O)c(CN(CCN3CCCC3)C(=S)Nc3ccccc3OCC)cc2c1	-2	-1	9	109	-1.9	-3	-8	-10	-1	2
COc1ccc(-c2nc(N)n(C(=O)c3ccc(C)cc3)n2)cc1	-17	0	-31	105	5.5	-11	-2	15	-3	1

Ordered by number of heavy atoms (falling): some entries from above.
SMILES	HTR5A inv ctr	PKA-R2B activ	OPRM1-OPRD1 inv	Pemphigus Ab inh	OPRM1-OPRD1 ag	DAGLB inhibitor	PKA-R1A activ	Arr AP2 block	V-ATPase pHluor	HTR5A ag
CN(C(=O)c1cccc(NC(=O)Cc2ccc(NC(=O)C3CCN(C(=O)CCc4ccccc4)CC3)cc2)c1)C1CCC1	0	3	6	110	-1.3	0	2	2	2	0
O=C(Nc1cccc(-c2nc3ccccc3o2)c1)c1ccc(N2C(=O)C3C4C=CC(C4)C3C2=O)cc1 (configuration not stated)	-11	-16	-40	103	7.5	-1	-2	6	2	4
CCOc1ccc2[nH]c(=O)c(CN(CCN3CCCC3)C(=S)Nc3ccccc3OCC)cc2c1	-2	-1	9	109	-1.9	-3	-8	-10	-1	2
COc1cc(Br)c(-c2sc(Nc3ccccc3)n[n+]2-c2ccc(F)cc2)cc1OC	6	-8	14	101	-2.5	0	-3	-3	-3	5
COc1ccc(CNc2ccc(S(=O)(=O)N3CCN(C)CC3)cn2)cc1OC	11	-4	17	107	-3.3	3	-2	34	12	-5
O=C(CCCN1C(=O)CCC1=O)Nc1cccc(C(F)(F)F)c1	5	-8	11	·	-2.7	-2	-14	-7	-4	-2
Cc1c(N2C(=O)c3cccc4cccc(c34)C2=O)cnn1C	-2	-8	15	120	-3.0	-3	-9	5	-3	10
O=C(O)C1C2CCC(O2)C1C(=O)NCc1ccc(Cl)cc1 (configuration not stated)	-2	-5	-1	103	0.1	0	-4	41	2	0
S=c1[nH]nc(C2CCCCC2)n1/N=C/c1ccccc1	2	6	-38	103	7.9	-3	12	-2	2	-1
Oc1ccc(Br)cc1/C=N/n1cnc2ccccc21	-4	8	-22	100	4.3	0	6	6	-2	2
O=C(Nc1ccc(Br)cc1)Nc1ccccc1F	-9	-3	-18	93	3.6	-6	-6	12	-2	4
CCOCCCNC(=O)c1ccc(Br)cc1	-1	1	6	114	-1.0	-3	8	-1	2	-1
